PI4K2A inh = PI4K2A (human) kinase inhibition. AID 1346378. activity change, negative = inhibition, % at 76.9 µM. 420,000 tested, 0.13% active. purified PI4K2A, ADP-Glo luminescence, 1 h; active compounds read low. Q9BTU6; in the data active = activity change below about -50%; inconclusive = mostly about -30% to -49%;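 note: -100% = wells without enzyme as full effect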
Target sequence (Q9BTU6 whole entry, looked up): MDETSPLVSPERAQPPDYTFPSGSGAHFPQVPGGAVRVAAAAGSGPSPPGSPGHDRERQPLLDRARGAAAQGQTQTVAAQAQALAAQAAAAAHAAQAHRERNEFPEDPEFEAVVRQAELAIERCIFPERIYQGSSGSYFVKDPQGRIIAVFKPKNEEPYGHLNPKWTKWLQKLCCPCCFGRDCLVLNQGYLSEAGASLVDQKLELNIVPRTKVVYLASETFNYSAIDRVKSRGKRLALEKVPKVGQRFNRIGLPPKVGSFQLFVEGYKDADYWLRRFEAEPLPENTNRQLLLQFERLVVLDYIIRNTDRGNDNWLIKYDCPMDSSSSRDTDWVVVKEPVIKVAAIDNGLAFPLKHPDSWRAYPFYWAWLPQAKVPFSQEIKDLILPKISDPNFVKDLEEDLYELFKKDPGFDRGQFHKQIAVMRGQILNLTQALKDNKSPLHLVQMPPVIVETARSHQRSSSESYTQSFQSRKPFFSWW
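In this quantitative HTS, ADP production by PI4K2A was quantified luminescently after 1 h at ambient temperature; 100 microM adenosine served as plate-quality control.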
TRHR PAM = allosteric enhancers of human TRH receptor; P34981; TRHR cells, fluo-8 calcium fluorescence, EC20 TRH enhancement; enhancement, % at 2 µM; 360,000 tested, 0.66% active; in the data active = enhancement above about 30%; note: 0% is about no effect
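TRHR-expressing cells loaded with fluo-8 calcium dye were read kinetically (ex 480/em 530) during compound addition, then stimulated with an EC20 of TRH (10 nM final). Enhancement of the Gq-mediated intracellular calcium response was scored.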
TRHR agonist = TRH receptor (human) agonism. P34981. activation, % at 2 µM. 360,000 tested, 0.18% active. TRHR cells, calcium flux fluo-8, FDSS agonist mode; in the data active = activation above about 30%; note: 0% is about no effect
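Steps: seed TRHR cells overnight; add fluo-8 no-wash Ca dye, RT 30 min–1.5 h; record 10 s baseline; pin-transfer compounds; monitor fluorescence 1 cycle/s for the agonist window. Calcium increases flag candidate agonists.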
TrxR1 inh = blocks rat thioredoxin reductase 1. AID 588453. Potency, µM (highest dose often 114 µM), for the others: at the highest dose activity change, negative = inhibition, most hits filed as inhibitors. O89049. recombinant rTrxR1, NADPH fluorescence consumption, selenite substrate. 390,000 tested, 1% active; note: potency is the fitted concentration of half-maximal effect; % is set by controls: 0 for no effect and ±100 for the full control effect; nearly all actives have a fitted effect of over 65% in size
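Rat TrxR1 (90 nM in the dispensed reagent) was pre-reduced with 400 uM NADPH for 5 min at room temperature, then incubated with compound for 15 min. After 400 uM selenite was added, NADPH fluorescence (Ex 340/Em 450 nm) was followed for 8 min.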
TrxR1 substrate = rat thioredoxin reductase 1 substrate activity. Potency, µM (highest dose often 114 µM), for inactives: top-dose activity change, negative = substrate turnover. O89049. AID 588456. purified TrxR1 substrate turnover, NADPH consumption readout. 390,000 tested, 0.01% active; note: potency is the fitted concentration of half-maximal effect; % is set by controls: 0 for no effect and ±100 for the full control effect; nearly all actives have a fitted effect of over 50% in size
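Rat TrxR1, dispensed at 90 nM, was prereduced with 400 uM NADPH (final) for 5 min at ~22 deg C, then incubated with compound 15 min before 400 uM selenite. A first-read NADPH fluorescence drop versus no-compound background flagged substrates.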
D2 antagonist = D2 dopamine receptor (human) antagonism. HEK293 TREx D2 cells, calcium flux, dopamine EC80. inhibition, % at 10 µM. 340,000 tested, 2% active. AID 485344; in the data active = inhibition above about 30%; note: 0% is about no effect
Target sequence (P14416 whole entry, looked up): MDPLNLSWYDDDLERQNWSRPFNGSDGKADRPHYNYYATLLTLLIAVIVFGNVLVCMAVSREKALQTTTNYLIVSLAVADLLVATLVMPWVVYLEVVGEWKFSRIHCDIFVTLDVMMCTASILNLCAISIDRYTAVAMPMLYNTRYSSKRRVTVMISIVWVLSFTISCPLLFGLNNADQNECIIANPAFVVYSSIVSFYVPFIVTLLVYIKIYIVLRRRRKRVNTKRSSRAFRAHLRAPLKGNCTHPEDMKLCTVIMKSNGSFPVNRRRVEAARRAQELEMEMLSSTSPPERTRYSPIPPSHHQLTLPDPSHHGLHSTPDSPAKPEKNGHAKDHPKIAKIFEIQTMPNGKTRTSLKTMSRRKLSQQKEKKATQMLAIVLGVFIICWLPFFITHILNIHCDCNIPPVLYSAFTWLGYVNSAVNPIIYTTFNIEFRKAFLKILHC
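Compounds are added to dye-loaded, induced HEK293 T-REx cells coupled to calcium release via D2; after a 3 min kinetic read an EC80 dopamine stimulus is given and fluorescence is recorded for 3 more min.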
mIDH1 inhibitor = blocks human mutant IDH1 R132H enzyme; O75874; IDH1-R132H enzyme, NADPH consumption, diaphorase/resazurin fluorescence; Potency, µM (series often up to 76.6 µM), for the others: at the highest dose activity change, negative = inhibition, usual class: inhibitors; 390,000 tested, 0.093% active; note: potency is the fitted concentration of half-maximal effect; % is set by controls: 0 for no effect and ±100 for the full control effect; nearly all actives have a fitted effect of over 65% in size
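IDH1-R132H (0.5 ug/mL) preincubated 30 min with compound, then NADPH (0.016 mM) and alpha-KG (2 mM) added; 80 min at RT, pH 7.5. Remaining NADPH coupled via diaphorase/resazurin to fluorescence (540/590 nm); concentration-response curves normalized to no-enzyme control.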
D2 agonist = D2 dopamine receptor (human) agonism; P14416; 340,000 tested, 0.53% active; HEK293 T-REx D2 cells, calcium flux agonist mode; activation, % at 2 µM;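 active = activation over 3 SD above normal in the single-dose calcium agonist read, cut at about 30% in these data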; note: 0% is about no effect
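Agonism is scored from calcium flux in a force-coupled, inducible HEK293 cell line expressing D2, read kinetically for 180 s after compound addition against dopamine controls.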
USP1 inh = USP1/UAF1 (human) deubiquitinase inhibition; recombinant USP1/UAF1, Ub-Rhodamine cleavage fluorescence; Potency, µM (highest dose often 57.1 µM), without a hit: top-dose activity change, negative = inhibition, most hits filed as inhibitors; 390,000 tested, 0.23% active; AID 743255; note: potency is the fitted concentration of half-maximal effect; % is set by controls: 0 for no effect and ±100 for the full control effect; nearly all actives have a fitted effect of over 60% in size; inactives centre near -12
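Step one: compound is pinned into 1nM USP1/UAF1 in HEPES pH 7.8 buffer with TCEP. Step two: 15 min room-temperature incubation. Step three: Ub-Rho (150nM final) starts cleavage, tracked by fluorescence over six one-minute reads.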
The depositor's hits bear a star; ? = inconclusive; nt = no result given; [ ] = another dose, or the depositor's remark. Unless noted, calls come from the whole dose curve; as a rule, active = well fitted inhibition curve with a large enough effect; inconclusive = small, poorly fitted or top-dose-only effect; inactive = no such curve, though single readings can be large or run the other way.

Every second line gives: PI4K2A inh, TRHR PAM, TRHR agonist, TrxR1 inh, TrxR1 substrate, D2 antagonist, mIDH1 inhibitor, D2 agonist, USP1 inh
> Cc1cc(NC(=O)c2cnn3cccnc23)nn1CC(=O)Nc1cccnc1
    3, 7, 0.9, 2%[57.1 µM], 5%[57.1 µM], 17, 7%, 0.2, -23%
> Cc1ccc(/C=C/C(=O)OCC(=O)NCc2cccs2)o1
    -9, nt, nt, 56µM*, -11%, nt, 2%, nt, ?
> CCOc1c(OC)ccc2c3c(c(=O)oc12)CCCC3
    4, 0, -2.1, 16%, 21%, 3, 2%, -2.4, -16%
> CC(=O)c1ccccc1NS(=O)(=O)c1cc2c(cc1C)NC(=O)CO2
    -1, -3, 0.6, 13%[57.1 µM], -1%[57.1 µM], nt, 14%, 0.3, -2%
> Cc1ccccc1NC(=O)N1CCCC1C(=O)NCc1ccccc1 (stereo unspecified)
    -2, -7, 0.0, 40%[11.4 µM], -3%, -1, 1%, 0.4, 3%
> O=C(CCc1nc(-c2ccccc2)no1)NCc1ccccc1CN1CCOCC1
    6, 6, 0.2, 6%, 3%, 12, -13%, 0.2, -12%
> Oc1ccc(/C=N/n2cc(-c3ccccc3)[nH]c2=S)cc1
    4, -2, -0.8, -20%, 5%, 4, 0%, 2.1, -12%
> C/C(=N\NC(=O)c1ccc2c(c1)OCO2)c1ccc(NS(C)(=O)=O)cc1
    3, nt, nt, 6%[57.1 µM], -10%, nt, 0%, nt, -7%
> CC1CCN(C(=O)CSc2nncn2-c2ccccn2)CC1
    -3, -6, 0.2, 5%, -3%, 9, 8%, 0.9, -15%
> Cc1c(C(=O)N(C)C)sc2c1c(=O)n(-c1ccc(Cl)c(Cl)c1)c(=O)n2CC(=O)Nc1cccc(C(F)(F)F)c1
    -1, 2, 0.9, 1%[57.1 µM], -7%[57.1 µM], nt, 2%, 1.6, -7%
> CCCn1c2ccccc2c2cnn(CC(=O)NCc3ccc(OC)cc3)c(=O)c21
    -4, 1, -1.2, 17%[57.1 µM], -2%[57.1 µM], nt, 2%, 0.4, -6%
> O=C(CSC1=NS(=O)(=O)c2cc(F)ccc2N1)Nc1ccccc1
    -6, -1, 0.4, 16%, 6%, 0, 8%, -0.7, -11%
> C=CCn1c(-c2ccc(Cl)cc2)c[nH]c1=S
    1, -7, -0.3, 6%, 5%, -17, -1%, 0.2, -15%
> Cc1ccc2c(c1C)NC(=O)CC(c1ccccc1O)=N2
    -1, 9, 0.8, -1%[57.1 µM], 3%[57.1 µM], -4, 6%, 1.6, 6%
> COc1ccc(-c2cc(-c3ccc(C)cc3)nc(SCc3nnc(-c4ccccc4)o3)c2C#N)cc1OC
    1, 7, 0.2, 62%[activator], 184%[activator], -1, -5%, 1.4, -1%
> Cc1ccc(NC(=O)Nc2cnccn2)cc1Cl
    -5, 0, 0.6, 8%, -6%, 3, -7%, 0.2, -5%
> CC1(C)Cc2c(C#N)c(SCC(=O)c3ccccc3)nc(N3CCOCC3)c2CS1
    -1, -1, -1.2, -15%, 9%[57.1 µM], -3, 0%, -1.6, -28%
> CCn1c(Cc2cccs2)nnc1SCC(=O)Nc1ccc(OC)c(OC)c1
    0, 7, -0.5, 11%[57.1 µM], 11%[57.1 µM], -2, -2%, -0.1, -16%
> CCCCN(C)CCC(=O)Nc1ccc(F)c(F)c1
    -3, 4, 1.2, 10%, 5%, 20, -3%, 0.7, -6%
> S=C(NN=C(c1ccccc1)c1ccccn1)N(Cc1ccccn1)Cc1ccccn1
    -27, nt, nt, -27%, -9%, nt, 3%, nt, -15%
> CCc1ccc(NC(=O)c2ccc(C3SCC(=O)N3CCc3ccccc3)cc2)cc1 (stereo unspecified)
    1, 1, 0.4, 3%[57.1 µM], 4%[57.1 µM], -15, 5%, 1.0, -11%
> O=C(COC(=O)/C=C/c1cccc(Cl)c1)NC1CC1
    4, -11, 0.1, -4%, -10%, -8, -10%, 0.2, 1%
> CCOc1ccccc1Nc1ccc2nonc2c1[N+](=O)[O-]
    6, 2, -1.7, -2%, -11%, -14, 7%, -0.7, -8%
> CCn1cc(S(=O)(=O)c2ccccc2)c(=O)c2cc(F)c(N3CCN(C)CC3)cc21
    3, 5, 0.3, 20%, 38%[activator], 6, 0%, 2.0, -18%
> O=C1c2ccccc2C(=O)N1CC(O)COc1ccccc1Cl (stereo unspecified)
    -1, -12, -0.4, 15%, -7%, 4, -2%, 0.2, -16%
> CCOc1ccc(CC(=O)NCCc2cnc[nH]2)cc1
    5, 1, 0.0, -6%, -4%, -14, 0%, -0.6, -30%
> Cn1cnnc1SCC(=O)NC1CCCCC1
    6, 1, 2.7, 27%[57.1 µM], -14%[57.1 µM], 2, 3%, 0.2, -10%
> COc1cc(NC(=O)c2cc(-c3ccccc3)nc3c2cnn3C(C)C)cc(OC)c1OC
    -1, nt, nt, -15%, -13%, nt, -18%, nt, -15%
> COC(=O)c1ccc(N(CC(=O)NC2CCCC2)C(=O)CNC(=O)c2ccco2)cc1
    -14, 2, 0.6, -4%, 1%, -14, 4%, -0.3, -18%
> COCCCNC(=S)Nc1cccc2ncccc12
    ?, 6, 0.7, -50%, -11%[57.1 µM], 8, 7%, 0.1, -10%

3 entries already listed, arranged by the value under USP1 inh, descending.
smiles,PI4K2A inh,TRHR PAM,TrxR1 inh,TrxR1 substrate,D2 antagonist,USP1 inh
CCn1c(Cc2cccs2)nnc1SCC(=O)Nc1ccc(OC)c(OC)c1,0,7,11%[57.1 µM],11%[57.1 µM],-2,-16%
CCn1cc(S(=O)(=O)c2ccccc2)c(=O)c2cc(F)c(N3CCN(C)CC3)cc21,3,5,20%,38%[activator],6,-18%
Cc1cc(NC(=O)c2cnn3cccnc23)nn1CC(=O)Nc1cccnc1,3,7,2%[57.1 µM],5%[57.1 µM],17,-23%

Next compounds follow:
Every second line gives: PI4K2A inh, TRHR PAM, TRHR agonist, TrxR1 inh, TrxR1 substrate, D2 antagonist, mIDH1 inhibitor, D2 agonist, USP1 inh
> COc1cc(S(=O)(=O)N(Cc2ccccc2)Cc2ccccn2)ccc1-n1cnnn1
    -5, -1, -0.1, -11%, 9%, -4, 0%, -0.1, ?
> CCOc1cc(N2CCOCC2)c(OCC)cc1NC(=O)COC(=O)c1ccccc1OC(F)F
    9, -9, -0.3, -11%, -10%, 11, 0%, -0.4, 0%
> O=C(NCc1ccco1)c1ccc(COc2cc(Cl)ccc2Cl)cc1
    3, 7, 0.4, -17%, -15%, -7, -1%, 0.0, -6%
> O=C(O)C1C2C=CC(O2)C1C(=O)Nc1ccc2c(c1)OCCO2 (stereo unspecified)
    nt, -5, -0.1, nt, nt, -1, nt, -0.1, nt
> N#Cc1ccc(CSc2nnc(NC(=O)CN3C(=O)C4CC=CCC4C3=O)s2)cc1 (stereo unspecified)
    -5, -6, 0.2, 13%, 2%, -2, -1%, 0.7, -23%
> COc1ccccc1NC(=O)COC(=O)/C=C/c1ccc(OC)c(OC)c1
    0, nt, nt, 61%[activator], 90%[activator], nt, 8%, nt, -5%
> Cc1cccc(NC(=O)Cn2cnc3c(oc4ccccc43)c2=O)c1
    -1, 2, 0.3, 32%[57.1 µM], 14%[57.1 µM], -9, 14%, -3.2, -4%
> COc1ccc(CN2CCN(S(=O)(=O)c3ccc(NC(C)=O)cc3)CC2)cc1
    -9, 1, 1.2, 5%, 0%, 3, 0%, 0.3, -13%
> COc1ccc2[nH]c(=O)c(CN(Cc3ccccc3)Cc3nnnn3CC3CCCO3)cc2c1 (stereo unspecified)
    -3, -6, -0.4, 24%, 23%, 2, 1%, -0.8, -20%
> O=C(O)C(Cc1ccccc1)N1C(=O)/C(=C/c2cccs2)SC1=S (stereo unspecified)
    9, 7, 0.0, 8%[57.1 µM], 0%[57.1 µM], 9, 1%, 0.7, -22%
> CCN(Cc1ccc(OC)c(F)c1)C(=O)c1oc2ccccc2c1COC
    4, 1, -0.2, 2%, -4%, -11, 3%, 0.3, -13%
> O=C(Cn1ncc2c3ccccc3n(Cc3ccccc3)c2c1=O)NCCN1CCOCC1
    1, 7, 0.0, 8%, 12%, 24, 7%, 0.4, -24%
> COCCCn1c(=O)c2ccccc2n(Cc2ccc(C)cc2)c1=O
    0, -4, -0.2, 15%, -1%, -2, 5%, 3.7, -28%
> C#CCOCCOCCOCCNc1nc(N2CCN(C(=O)[C@H](CCC(=O)O)n3cc(C(N)[C@H](C)CC)nn3)CC2)nc(N2CCN(C(=O)[C@H](CCC(=O)O)n3cc(C(N)[C@H](C)CC)nn3)CC2)n1 (stereo partly specified)
    -5, 1, -0.4, 8%, 8%, -11, 10%, 0.1, -18%
> COc1ccc(/C(O)=C2\C(=O)C(=O)N(CCN(C)C)C2c2cc(OC)c(OC)c(OC)c2)c(C)c1 (stereo unspecified)
    2, -8, -0.4, -16%, -4%, 7, 0%, 0.3, -26%
> COc1cc(C2CC(=O)c3c([nH]c(C(=O)OC4CCCCC4)c3C)C2)cc(OC)c1OC (stereo unspecified)
    1, -10, 0.6, 10%[57.1 µM], 2%[57.1 µM], nt, 14%, 0.4, -20%
> O=C(NCc1ccccc1C(F)(F)F)C1CCC(=O)N(CCCc2ccccc2)C1 (stereo unspecified)
    3, 1, -0.4, 8%, -6%, -14, 6%, -1.1, -5%
> Cn1ncc2c(=O)n(/N=C/c3ccccc3)cnc21
    4, 0, -0.1, 25%, -2%, nt, -6%, nt, -10%
> O=C(COC(=O)[C@@H]1CCCN1S(=O)(=O)c1ccccc1F)Nc1ccc(OC(F)F)cc1
    2, 6, -1.0, 1%[57.1 µM], -4%[57.1 µM], 5, 0%, 2.9, -13%
> c1coc(-c2nc3cc4ccccc4cc3nc2-c2ccco2)c1
    nt, 1, 0.2, 4.5µM*, -6%, nt, nt, nt, nt
> COc1ccc(NC(=O)CC(Cc2ccccc2)C(=O)O)cc1 (stereo unspecified)
    4, -3, 0.1, -9%, -9%, 0, 0%, 0.5, -11%
> CN(C)S(=O)(=O)c1cccc(NC(=O)Cn2cc(C(F)(F)F)cc(Cl)c2=O)c1
    4, -5, 0.1, 32%, 3%, nt, -2%, nt, -11%
> Cc1ccc(NC(=O)Cc2noc3ccccc23)cc1
    0, 1, 0.3, 10%[57.1 µM], 9%[57.1 µM], -19, 0%, -0.4, -15%

From PubChem
